TDP1 cell CPT = growth inhibition of DT40 Tdp1-/-;hTDP1 cells with camptothecin (screen for TDP1 inhibitors); hit rate 12% among 420,000; AID 686979; Potency, µM (doses to about 46.2 µM), for inactives: at the highest dose activity change, negative = growth inhibition, most hits filed as inhibitors; chicken DT40 Tdp1-/-;hTDP1 cells + 20 nM CPT, ATP luminescence, 48 h; active = well fitted inhibition curve with a large enough effect; inconclusive = small, poorly fitted or top-dose-only effect; note: nearly all actives have a fitted effect of over 55% in size
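Chicken DT40 Tdp1-/- cells stably complemented with human TDP1 were seeded at 400 cells/well in medium containing 20 nM camptothecin, exposed to pin-transferred compounds, and grown at 37 °C for at least 48 hr. Viability was read as ATP luminescence.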
* marks the source's active call; other numbers are inactive results; ? = inconclusive; [ ] = dose if it differs, or a comment. % is set by controls: 0 for no effect and ±100 for the full control effect; potency is the fitted concentration of half-maximal effect. The list is partial, so the mix of outcomes need not match the whole.

SMILES | TDP1 cell CPT
COc1ccc(CNC(=O)c2sc(=O)n(Cc3ccccc3C)c2C)cc1 | ?
O=C1NC(Cc2ccc(O)cc2)c2nc3cc(F)c(F)cc3c(=O)n2-c2ncccc21 (centres undefined) | -9.5%
COCCNC(=O)c1ccc(N2CC3CC(C2)c2cccc(=O)n2C3)c(NC(=O)c2ccc(C(C)(C)C)cc2)c1 (centres undefined) | -24.2%
Cc1ccc(NC(=O)C(C)N2CCCc3ccccc32)cc1S(=O)(=O)N1CCOCC1 (centres undefined) | -88.0%
Nn1c(SCC(=O)N2CCCC2)nnc1C1CCCCC1 | -0.6%
O=C1NC[C@@H](Cc2ccc(O)cc2)N(CCc2cc(C(F)(F)F)cc(C(F)(F)F)c2)C1=O | ?
Cc1cn([C@H]2C[C@H](O)[C@@H](CCC(=O)NCC(c3ccccc3)c3ccccc3)O2)c(=O)[nH]c1=O | -2.4%
Cn1nc(SCc2ccccc2)c(=O)[nH]c1=O | -0.6%
C=C1C(=C/C=C2\CCC[C@]3(C)[C@@H]([C@H](C)CCCC(C)C)CC[C@@H]23)C[C@@H](O)C[C@@H]1O | ?
OC(c1ccc2c(c1)CN(Cc1c[nH]c3ccccc13)CCO2)c1ccccn1 (centres undefined) | ?

Overlap with the part before: 4 compounds, followed by the next part.
SMILES | TDP1 cell CPT
Cc1cn([C@H]2C[C@H](O)[C@@H](CCC(=O)NCC(c3ccccc3)c3ccccc3)O2)c(=O)[nH]c1=O | -2.4%
Cn1nc(SCc2ccccc2)c(=O)[nH]c1=O | -0.6%
C=C1C(=C/C=C2\CCC[C@]3(C)[C@@H]([C@H](C)CCCC(C)C)CC[C@@H]23)C[C@@H](O)C[C@@H]1O | ?
OC(c1ccc2c(c1)CN(Cc1c[nH]c3ccccc13)CCO2)c1ccccn1 (centres undefined) | ?
C[C@@H]1CN([C@@H](C)CO)C(=O)CCCn2nncc2CO[C@H]1CN(C)S(=O)(=O)c1ccccc1 | -5.5%
O=C1C=C(OCCF)CC(c2ccccc2C(F)(F)F)O1 (centres undefined) | 6.0%
CC1=C(C(=O)N(C(C)C)C(C)C)CC(CC(=O)NCCc2ccccn2)C(=O)N1CCC1=CCCCC1 (centres undefined) | ?
COCC1CCN(Cc2c(C(=O)N3CCOCC3)nc3c(C)cccn23)C1 (centres undefined) | 25.6%
COc1cc2cc(C(=O)NC(C)c3cccc4ccccc34)c(N)nc2cc1OC (centres undefined) | 25.9µM*
CCc1nc2ccc(C(=O)N(C)Cc3ccccc3)cn2c1N(C)Cc1ccc(OC)cc1 | 11.6µM*
CCOC(=O)[C@]12CCCC=C1N(Cc1ccc(Cl)cc1Cl)C(=O)[C@H](CC(=O)N1CCN(C(=O)C3CC3)CC1)C2 | ?
C[C@@H]1CN([C@@H](C)CO)C(=O)CCCn2nncc2CO[C@@H]1CN(C)C(=O)c1ccc(N2CCN(C)CC2)cc1 | -6.9%
C[C@@H]1CN([C@H](C)CO)C(=O)CCCn2cc(nn2)CO[C@H]1CN(C)C(=O)c1cc(-c2ccccc2)on1 | 2.1%
CCCN1CCN(CCCNC(=O)CN2C(=O)COc3ccc(C(C)(C)C)cc32)CC1 | -3.1%
CC(C)n1nnnc1C1c2ccccc2C(=O)N1Cc1cccc(F)c1 (centres undefined) | 1.6%
CCN(CC)CCN1CCN(c2cncc(-c3cccc(N)c3)n2)CC1 | -17.9%
COC(=O)c1cn(C(=O)c2ccc3c(c2)OCO3)c2ccccc12 | ?
CCOc1ccc(Oc2ccc(NS(=O)(=O)c3ccc(CCC(=O)O)cc3)cc2)cc1 | -11.7%
O=C1NC[C@H](CCCCN2C[C@H](Cc3ccc(O)cc3)N(CC3CCCCC3)C(=O)C2=O)N(CCc2ccccc2)C1=O | -7.5%
COc1ccc(NC(=O)C2(C)CCN2C(=O)Cc2ccc(Cl)cc2Cl)cc1OC (centres undefined) | 18.4µM*
CC(C)Cc1nnc(NC(=O)c2ccc(-n3cncn3)c([N+](=O)[O-])c2)s1 | -19.6%
Cn1ccc2c(N(c3ccccc3)C3CCCCC3)cc3c(c21)C1CCC3O1 (centres undefined) | ?
O=C(Nc1ccc2c(c1)OCO2)c1csc([C@H]2C[C@H](O)[C@@H](CO)O2)n1 | -6.3%
CC1(C)CC(=O)C=C(c2ccccc2-c2ccc3cc[nH]c3c2)C1=O | -13.8%
COc1ccccc1-c1cccc(-c2nc(C(=O)N3CCCCC3)cc3c2[C@H](CCO)N(S(=O)C(C)(C)C)C3)c1 (some centres undefined) | 20.6µM*
CN[C@H](C)C(=O)NC[C@H]1O[C@@H](n2cc(C)c(=O)[nH]c2=O)C[C@@H]1O | -84.1%
COC(=O)c1ccc2nc(-c3ccc(OC)c(OC)c3)c(Cc3ccccc3OC)n2c1 | ?
C=CCOc1ccc(C[C@H](N)C(=O)NC[C@H]2O[C@@H](n3ccc(N)nc3=O)[C@H](O)[C@@H]2O)cc1 | -23.0%
C[C@@H]1CN([C@H](C)CO)C(=O)CCCn2nncc2CO[C@H]1CN(C)C(=O)Nc1ccc(N2CCN(C)CC2)cc1 | ?
CCOC(=O)[C@]12CCCC=C1N(Cc1cccc3ccccc13)C(=O)[C@H](CC(=O)NCCCOC)C2 | ?
Cc1cnc(C)c(-c2ccc(F)c3c2OC(CNC(=O)/C=C/c2cccs2)C3)n1 (centres undefined) | ?
COc1cccc(-c2cnc3c(NC=O)cc(-c4cc(C)c(O)c(C)c4)cn23)c1 | 3.66µM*
COc1ccc(CN2C[C@H]3CON(C)[C@H]3C[C@H]2c2ccc(-c3ccccc3)cc2)cc1 | ?
O=C(Oc1ccc(-c2nnco2)cc1)c1cc(S(=O)(=O)N2CCOCC2)ccc1F | -7.1%
CN(C)CCN1CCN(C2CN(C3CCCC3)S(=O)(=O)C2)CC1 (centres undefined) | -13.1%
Nc1c(-c2cccs2)nc2ccccn12 | -1.6%
CC(C)C[C@H]1CN(CCCC[C@H]2CNC(=O)C(=O)N2Cc2ccccc2)C(=O)C(=O)N1CCc1ccc(O)cc1 | 1.2%
CCOC(=O)[C@]12CCC=C1N(CCC1=CCCCC1)C(=O)[C@H](CC(=O)NCc1cccc3ccccc13)C2 | ?
CC1=C(C(=O)N(C)C)CC(CC(=O)NCCCCc2ccccc2)C(=O)N1CCCN1CCCC1=O (centres undefined) | 2.6%
C[C@H](CN1CCCC1)C(=O)c1ccc(C(F)(F)F)cc1 | 6.4%
CS(=O)(=O)N1CCCCC1c1cc(C(=O)Nc2ccccc2)no1 (centres undefined) | -4.7%
CC(C)(C)OC(=O)NCCc1onc(-c2ccc([N+](=O)[O-])cc2)c1C(=O)O | -3.9%
COc1cc(-c2cnc3ccccc3c2)cc2c1OCCN(C(=O)CCn1nc(C)cc1C)C2 | 3.4%[9.04 µM]
CC(=O)c1ccc(N2CCN(C(=O)C(=O)c3cn(CC(=O)N4CCOCC4)c4ccccc34)CC2)cc1 | -29.6%
CC[C@H](C)[C@@H]1NC(=O)[C@@H](CC(C)C)NC(=O)[C@H](C(C)C)NC(=O)[C@H]2CSSC[C@H](NC1=O)C(=O)N2 | 0.0651µM*
CCCc1cc(=O)n2[nH]c(C)c(-c3ccccc3OC)c2n1 | -18.7%
O=C(NCc1cccc(Cl)c1)c1ccc(-c2cccnc2)c2ccoc12 | ?
O=C(NCCOc1ccccc1)N1[C@H]2CC[C@@H]1C=C(c1ccc(F)cc1OCc1ccccc1)C2 | ?
N#CC1=C(Nc2ccccc2Cl)SC(c2ccncc2)NC1=O (centres undefined) | -20.0%
Cc1ccc(S(=O)(=O)N2[C@H](CC(=O)c3ccc(Cl)c(Cl)c3)OC[C@@H]2C)cc1 | ?
COc1ccc(C(C(=O)NC2CCCC2)n2c(-c3cccs3)nc3ccccc32)cc1 (centres undefined) | ?
Cc1ccc(S(=O)(=O)NC(=O)C2(C)CCN2C(=O)c2cccc(F)c2)cc1 (centres undefined) | 1.1%
O=C1OC2(c3ccccc31)c1cc(Br)c(O)c(Br)c1Oc1c2cc(Br)c(O)c1Br | -7.1%
C[C@H](CO)N1C[C@H](C)[C@@H](CN(C)Cc2ccc(-c3ccccc3)cc2)Oc2ncc(C#C[C@@H](C)O)cc2C1=O | ?

A second format for part of the listing above.
Compound,TDP1 cell CPT
C=CCOc1ccc(C[C@H](N)C(=O)NC[C@H]2O[C@@H](n3ccc(N)nc3=O)[C@H](O)[C@@H]2O)cc1,-23.0%
C[C@@H]1CN([C@H](C)CO)C(=O)CCCn2nncc2CO[C@H]1CN(C)C(=O)Nc1ccc(N2CCN(C)CC2)cc1,?
CCOC(=O)[C@]12CCCC=C1N(Cc1cccc3ccccc13)C(=O)[C@H](CC(=O)NCCCOC)C2,?

(next part)
SMILES | TDP1 cell CPT
CC1CCCCC1NC(=O)CSc1nnc(C(F)(F)F)n1C (centres undefined) | -2.5%
Cc1ccccc1CNC(=O)c1ccc2sc([C@H]3C[C@H](O)[C@@H](CO)O3)nc2c1 | -3.5%
O=C(c1cccnc1)N1CCC2CC1c1c(Cl)cccc12 (centres undefined) | 2.2%
COc1ccc(-c2ccc(C(=O)NC3CCCCC3)c3occc23)c(C)c1 | 20.6µM*
Cc1ccc(S(=O)(=O)N2CCCOC2CNC(=O)C(=O)NCCc2ccco2)cc1 (centres undefined) | ?
O=C(NCc1ccccc1)c1ccc(CS(=O)Cc2cccc(Cl)c2)o1 (centres undefined) | ?
CCOc1ccc(CCN2C(=O)C(=O)N([C@@H](CC(C)C)CN3CCC[C@H]3CN3C(=O)C(=O)NC[C@@H]3Cc3ccccc3)C[C@@H]2CC(C)C)cc1 | -23.9%
COC(=O)c1ccc2nc(C3CCCCC3)c(Cc3cccc(F)c3)n2c1 | ?
COC(=O)[C@]12CCCCC=C1N(Cc1ccc(Cl)cc1Cl)C(=O)[C@H](CC(=O)N1CCN(C(=O)c3ccco3)CC1)C2 | ?
CC1(C(=O)NS(=O)(=O)c2cccc(OC(F)F)c2)CCN1C(=O)c1ccccc1CCc1ccccc1 (centres undefined) | ?
CN(C)c1ccc(-c2ccnc3c2CC(C)(C(=O)Nc2ccc(F)c(Cl)c2)O3)cc1 (centres undefined) | ?
CCOC(=O)Cc1ccc(Nc2nc3cc(-c4sccc4C)sc3c(=O)n2C)cc1 | 2.91µM*
CCOC(=O)C1=C(Nc2ccccc2)CSC1 | 0.5%
COc1ccc(NC(=O)C(c2ccccc2F)n2c(=O)c(-c3ccco3)nc3ccccc32)cc1 (centres undefined) | ?
CN(C)C(=O)N1CCc2ccc([N+](=O)[O-])cc21 | -4.1%
CCn1c2ccccc2c2cc(CN3CCOc4ccc(C(O)c5cccnc5)cc4C3)ccc21 (centres undefined) | ?
O=C(CN(CCO)Cc1ccccc1)N1CCN(S(=O)(=O)c2ccccc2)CC1 | -1.9%
COCCNC(=O)C1(C)CCCN(C(=O)c2ccc(F)c(Cl)c2)C1 (centres undefined) | 0.4%
CC(=O)Nc1ccc(C(=O)N2c3ccccc3N=C(c3ccc4c(c3)OCO4)C2C(=O)NCc2ccccc2)cc1 (centres undefined) | ?
C[C@@H]1CN([C@H](C)CO)C(=O)CCCn2cc(nn2)CO[C@H]1CN(C)S(=O)(=O)c1ccc2c(c1)OCCCO2 | -3.5%
CC1C(=O)N(Cc2cn(CCC3OCCO3)nn2)CCS(=O)(=O)N1Cc1ccc(-c2cccc(N(C)C)c2)cc1 (centres undefined) | 9.2µM*
COc1cc(-c2c(OC)cccc2OC)cc2c1OCCN(C(=O)CCC(=O)c1ccc(F)cc1)C2 | -90.2%[9.04 µM]
O=C(CS(=O)(=O)c1ccc(Cl)cc1)N1CCN(c2ccccc2)CC1 | 0.0%
CC1=C(C(=O)N(C(C)C)C(C)C)CC(CC(=O)NC2CCCCC2)C(=O)N1Cc1ccc(F)cc1 (centres undefined) | ?
Cc1ccc(CN2CCC(C(=O)c3ccc(F)cc3)CC2)cc1 | -15.3%
COC(=O)c1cccc2c1C(=O)c1cc([N+](=O)[O-])ccc1-2 | 0.7%
O=C(NCCOc1ccccc1)C1C(=O)Nc2ccccc2C(=O)N1C1CCCCC1 (centres undefined) | 3.5%
CCN(CCO)C(=O)c1cnn(-c2ncc3c(n2)-c2ccccc2CCC3)c1C1CC1 | ?
CCNC(=O)C1CCCN(C(=O)c2ccc3ccccc3c2)CC1 (centres undefined) | -11.0%
COc1ccc(NC(=O)C2CC(=O)N(c3ccc(C)cc3)C2)cc1S(=O)(=O)N1CCCCC1 (centres undefined) | 2.5%

Part of the list above in another layout:
mol: Cc1ccc(CN2CCC(C(=O)c3ccc(F)cc3)CC2)cc1
  TDP1 cell CPT: -15.3%

mol: COC(=O)c1cccc2c1C(=O)c1cc([N+](=O)[O-])ccc1-2
  TDP1 cell CPT: 0.7%

mol: O=C(NCCOc1ccccc1)C1C(=O)Nc2ccccc2C(=O)N1C1CCCCC1 (centres undefined)
  TDP1 cell CPT: 3.5%

mol: CCN(CCO)C(=O)c1cnn(-c2ncc3c(n2)-c2ccccc2CCC3)c1C1CC1
  TDP1 cell CPT: ?

Other structures follow:
SMILES | TDP1 cell CPT
C[C@@H]1CN([C@@H](C)CO)S(=O)(=O)c2ccc(Br)cc2O[C@H]1CN(C)C(=O)Nc1ccc(C(F)(F)F)cc1 | ?
CCc1nnc(NS(=O)(=O)c2ccc(NC(=O)c3ccc([N+](=O)[O-])s3)cc2)s1 | -7.2%
Cc1csc(N=Cc2ccc([N+](=O)[O-])o2)n1 | 14.6µM*
CCCCn1nnnc1C(c1ccccc1)N1CCN(c2ncccn2)CC1 (centres undefined) | ?
O=C(NC(c1ccc(Cl)cc1)c1cccnc1)C1CCN(CCOc2ccc(Cl)cc2Cl)CC1 (centres undefined) | ?
CCC(C)(C)OC(=O)N[C@@H](Cc1c[nH]c2ccccc12)C(=O)N[C@@H](CCSC)C(=O)N[C@@H](CC(=O)O)C(=O)N[C@@H](Cc1ccccc1)C(N)=O | -5.7%
